Bioassay records: PubChem, National Center for Advancing Translational Sciences (NCATS)
TCR activator = Activators of T cell receptors: qHTS campaign | primary human leukocytes, anti-CD3, IL-2 HTRF, 48 h | Potency, µM (top dose mostly 9.22 µM), without a hit: at the top dose activation of IL-2 secretion, most hits filed as activators | 330,000 tested, under 10 active | AID 504894, 2011; note: % of control where 0% means no effect
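TCR engagement came from a-CD3 beads alone, with compounds added to primary human leukocytes for 48 hr. Secreted IL-2 bridged europium cryptate- and d2-labelled anti-IL-2 antibodies, giving FRET emission at 665nm after 320nm excitation.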
ASM inhibitor = Inhibitors of Secretory Acid Sphingomyelinase (S-ASM): qHTS; Sphingomyelin phosphodiesterase (Homo sapiens), P17405; placental ASM, HMU-PC fluorogenic substrate, 60 min; Potency, µM (titrated, usually from 57.5 µM), for inactives: top-dose activity change, negative = inhibition, most hits filed as inhibitors; 340,000 tested, 0.006% active; AID 504937, 2011; note: potency is the fitted concentration of half-maximal effect
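HMU-PC0 cleavage (9 uM final) by human placental ASM, 60 min at 37 °C following 10 min compound exposure at RT; stopped at pH 10, fluorescence Ex 386/Em 447 nm.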
PTAP TSG101 blk = qHTS Assay for Iinhibitors of HIV-1 Budding by Blocking the Interaction of PTAP/TSG101. Tumor susceptibility gene 101 protein (Homo sapiens), Q99816. Fluorescence polarization, FITC-PTAP peptide / Tsg101 binding. Potency, µM (top dose mostly 115 µM), for the others: top-dose activity change, negative = inhibition, most hits filed as inhibitors. 340,000 tested, under 10 active. AID 493005, 2010; active = well fitted inhibition curve with a large enough effect in the main read-out, with a control signal flat, not every such curve was filed as active; inconclusive = small, poorly fitted or top-dose-only effect, or effect the other way, or a change in a side signal; inactive = no such curve, though single readings can be large or run the other way; note: potency is the fitted concentration of half-maximal effect; % of control where 0% means no effect
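Steps: Tsg101 binding domain dispensed (10 uM final), compounds pinned in DMSO, FITC-labeled PTAP-motif peptide added (50 nM final); after 20 min binding at room temperature, polarization measured.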
A-T KAP1 phos = qHTS Assay for Identifying a Potential Treatment of Ataxia-Telangiectasia | […] A-T fibroblasts, KAP-1 phosphorylation AlphaLISA; neocarzinostatin DNA damage 30 min before lysis | Potency, µM (top dose mostly 57.5 µM), for the others: at the top dose activation, usual class: activators | 320,000 tested, 0.19% active | AID 485349, 2010; note: potency is the fitted concentration of half-maximal effect; % of control where 0% means no effect; nearly all actives have a fitted effect of over 45% in size
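ATM-like activity read as KAP-1 phosphorylation via AlphaLISA donor/acceptor antibody pairs after lysis and 6 hr at 25C. Cells were ATM-null patient fibroblasts ([…], hTERT), dosed 60 min, then exposed to the DSB inducer NCS for 30 min.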
MLL CXXC-DNA inh = qHTS Fluorescence Polarization Assay for Inhibitors of MLL CXXC domain - DNA interaction; MLL-CXXC / FITC-HOXA9 DNA fluorescence polarization; 290,000 tested, 0.037% active; Histone-lysine N-methyltransferase 2A (Homo sapiens), Q03164; Potency, µM (titrated, usually from 115 µM), inactives show at the top dose activity change, negative = inhibition, most hits filed as inhibitors; AID 2662, 2010; active = well fitted inhibition curve with a large enough effect in the polarisation, with a control signal flat, not every such curve was filed as active; inconclusive = small, poorly fitted or top-dose-only effect, or effect the other way, or a change in a side signal; inactive = no such curve, though single readings can be large or run the other way; the % refers to the polarisation; note: potency is the fitted concentration of half-maximal effect
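Steps: dispense CXXC domain solution (7 uM) → pin compounds or unlabeled HOX-A9 DNA control → 5 min ambient → add FLSN-HOX-A9 solution (50 nM) → spin → 30 min ambient → fluorescence polarization. Tris pH 7.5/NaCl/DTT/BSA buffer.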
TSHR antagonist = Antagonists of the Thyroid Stimulating Hormone Receptor: HTS campaign | Thyrotropin receptor (Homo sapiens), P16473 | TSHR-expressing cells, TSH-stimulated cAMP HTRF, 2 h; stronger effect = lower value | activity change, negative = inhibition, % at 11.5 µM | 330,000 tested, 0.2% active;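 active = activity change below a set negative limit, meaning inhibition stronger than a set level, cut at about -70% in these data; inconclusive = activity change between two set negative limits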; note: % is set by controls: 0 for no effect and ±100 for the full control effect
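Competitive HTRF cAMP read-out (cryptate anti-cAMP antibody, cAMP-d2; 30 min, room temperature) in freshly harvested TSHR cells. Compounds added before TSH at EC80 (4nM final), followed by 2 hours' incubation at 37 deg C.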
MBNL1-CUG inh = qHTS Assay for Inhibitors of MBNL1-poly(CUG) RNA binding; Muscleblind-like protein 1 (Homo sapiens), Q9NR56; TR-FRET MBNL1-His/biotin-(CUG)12 binding, 665/545 ratio; Potency, µM (doses to about 57.5 µM), for the others: at the top dose activity change, negative = inhibition, usual class: inhibitors; 280,000 tested, 0.036% active; AID 2675, 2010; active = well fitted inhibition curve with a large enough effect in the signal ratio, with a control signal flat, not every such curve was filed as active; inconclusive = small, poorly fitted or top-dose-only effect, or effect the other way, or a change in a side signal; inactive = no such curve, though single readings can be large or run the other way; the % refers to the signal ratio; note: potency is the fitted concentration of half-maximal effect; % is set by controls: 0 for no effect and ±100 for the full control effect
Target sequence (Q9NR56 whole entry, looked up): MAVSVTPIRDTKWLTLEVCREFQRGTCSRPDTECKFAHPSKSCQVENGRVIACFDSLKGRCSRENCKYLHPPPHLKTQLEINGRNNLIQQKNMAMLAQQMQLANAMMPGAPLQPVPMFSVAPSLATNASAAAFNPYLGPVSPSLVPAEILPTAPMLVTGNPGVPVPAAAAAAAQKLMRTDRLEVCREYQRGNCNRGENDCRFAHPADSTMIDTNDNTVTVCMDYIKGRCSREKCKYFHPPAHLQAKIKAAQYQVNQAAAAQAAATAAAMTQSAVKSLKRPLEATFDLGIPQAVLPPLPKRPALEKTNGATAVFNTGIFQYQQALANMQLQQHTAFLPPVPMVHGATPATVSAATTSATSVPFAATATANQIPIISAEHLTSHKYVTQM
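Inhibition of protein-RNA binding appears as loss of TR-FRET between terbium anti-His antibody on MBNL1-His and streptavidin-XL665 on biotin-(CUG)12. Activity is normalized to buffer-only and uninhibited-complex controls.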
a7 integrin act = qHTS for Activators of Integrin-Mediated Alleviation for Muscular Dystrophy. alpha7betagal myoblasts, beta-gal FDG fluorescence, 48 h. Potency, µM (highest dose often 38.3 µM), without a hit: at the highest dose activation, hits mostly activators. 350,000 tested, 0.064% active;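 note: potency is the fitted concentration of half-maximal effect; 100% = response of the positive control SU9516; nearly all actives have a fitted effect of over 60% in size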
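Alpha7betagal+/- myoblasts (passage 13) were plated 16-24 hr, then exposed to compounds (1:260 dilution of DMSO stock) for 48 hours at 37C. After MPER lysis, β-galactosidase reporter activity was read as FDG fluorescence (ex 480/em 540) after 30 minutes.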
Menin MLL FP TR = qHTS Assay for Inhibitors Targeting the Menin-MLL Interaction in MLL Related Leukemias: Competition With Texas Red Labeled MLL-derived Mutant Peptide. Menin + Texas Red MLL mutant peptide, fluorescence polarization. O00255. Potency, µM (titrated, usually from 61.6 µM), without a hit: at the top dose FP activity change, negative = inhibition, most hits filed as inhibitors. 270,000 tested, 0.23% active; active = well fitted inhibition curve with a large enough effect in the polarisation, with a control signal flat, not every such curve was filed as active; inconclusive = small, poorly fitted or top-dose-only effect, or effect the other way, or a change in a side signal; inactive = no such curve, though single readings can be large or run the other way; the % refers to the polarisation; note: potency is the fitted concentration of half-maximal effect; % of control where 0% means no effect; many of its hits are not listed in these tables
Target sequence (O00255 whole entry, looked up): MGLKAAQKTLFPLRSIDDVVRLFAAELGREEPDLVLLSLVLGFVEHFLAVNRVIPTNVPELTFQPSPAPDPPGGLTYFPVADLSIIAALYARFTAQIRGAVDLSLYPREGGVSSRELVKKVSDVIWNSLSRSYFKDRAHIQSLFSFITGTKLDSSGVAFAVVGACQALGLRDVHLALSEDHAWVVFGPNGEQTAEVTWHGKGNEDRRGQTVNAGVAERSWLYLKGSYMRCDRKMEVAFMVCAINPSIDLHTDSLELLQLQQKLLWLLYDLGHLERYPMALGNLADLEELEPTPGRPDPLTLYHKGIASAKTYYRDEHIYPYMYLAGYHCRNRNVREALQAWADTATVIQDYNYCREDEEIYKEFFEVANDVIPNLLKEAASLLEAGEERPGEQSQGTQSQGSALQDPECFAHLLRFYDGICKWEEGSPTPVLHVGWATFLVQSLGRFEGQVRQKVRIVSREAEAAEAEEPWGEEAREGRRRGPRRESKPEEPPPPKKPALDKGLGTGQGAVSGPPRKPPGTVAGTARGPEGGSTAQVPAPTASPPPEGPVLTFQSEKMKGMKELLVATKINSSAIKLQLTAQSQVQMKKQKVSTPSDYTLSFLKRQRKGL
Mito fusion act = qHTS Assay for Small Molecule Inhibitors of Mitochondrial Division or Activators of Mitochondrial Fusion; Potency, µM (series often up to 46.1 µM), for inactives: at the highest dose growth rescue (activation), hits mostly activators; 320,000 tested, 0.23% active; AID 485298, 2010; S. cerevisiae fusion-defective mutant growth rescue, CellTiterGlo 48 h;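 note: potency is the fitted concentration of half-maximal effect; % of control where 0% means no effect; nearly all actives have a fitted effect of over 45% in size; temperature-sensitive fusion mutants such as fzo1-1 at 37 °C on non-fermentable ethanol glycerol medium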
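Temperature-sensitive fusion-defective S. cerevisiae (e.g. fzo1-1, mgm1-5) were grown with compound in YPEG medium (3% ethanol, 3% glycerol) for 48 hours at 37C. Growth rescue was measured as viability by CellTiterGlo luminescence after 10 minutes at ambient.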
Active calls of the source: *; ? = inconclusive; . = not tested or not shown; [ ] = another dose, or the depositor's remark. Unless noted, calls come from the whole dose curve; as a rule, active = well fitted curve in the direction sought with a large enough effect; inconclusive = small, poorly fitted or top-dose-only effect, or another doubt; inactive = no such curve, though single readings can be large; an effect the other way counts as inactive or inconclusive. Some of the compounds tested. The share of hits here may be higher or lower than overall.

SMILES | TCR activator | ASM inhibitor | PTAP TSG101 blk | A-T KAP1 phos | MLL CXXC-DNA inh | TSHR antagonist | MBNL1-CUG inh | a7 integrin act | Menin MLL FP TR | Mito fusion act
O=C(COC(=O)CN1C(=O)C(=O)c2ccccc21)OCN1C(=O)c2ccccc2C1=O | 13%[46.1 µM] | 1% | -4% | -9% | -11% | -3 | 7% | -25% | -5% | 1%
C=CCn1c(SCC(=O)c2cccs2)nnc1-c1cccc(OC)c1 | 8% | 1% | -3% | -5% | 1% | -5 | 5% | -10% | ? | -14%
CC(=O)O/N=C(/c1nonc1N)N(C)C | 0% | 2% | -4% | 3% | -5% | 26 | -4% | 1% | 2% | 3%
O=C(NNC(=O)c1cc2ccccc2[nH]1)OCc1ccccc1 | 2% | -1% | 0% | 5% | . | 1 | . | . | . | .
CC(C)Cn1c(-c2csc3ccccc23)n[nH]c1=S | -1% | -4% | -2% | -2% | 1% | -19 | -4% | 1% | -4% | -9%
O=C(c1ccc(N2CCCC2=O)cc1)N1CCN(c2ccccc2Cl)CC1 | -1% | 4% | -2% | -3% | . | 9 | . | 5% | . | -5%
Cc1cc(C(=O)NCc2ccco2)sc1C | -6% | 0% | 0% | -15% | . | 3 | . | -14% | . | 1%
CN1C[C@@H]2[C@@H]3C(=O)N(C)C(=O)[C@@H]3[C@](C)(C1=O)N2C(=O)c1ccc(Br)cc1 | -6% | 4% | -6% | . | . | . | . | 0% | . | .
Cc1ccc(/C([O-])=C(/C(=S)NCc2ccccc2)[n+]2ccccc2)cc1[N+](=O)[O-] | -9% | -3% | -4% | -11% | 7% | 1 | 9% | -9% | 1% | -3%
COc1ccc(CN2CC(=O)N(c3ccc(Cl)cc3)C2=S)cc1OC | 6% | -3% | -3% | 0% | ? | -5 | -2% | 15% | 85%[activator] | -1%
CC(=O)N(C(C)=O)c1c(C#N)c(C)n(-c2ccccc2)c1C(=O)c1ccccc1 | -3% | 1% | -5% | -7% | -1% | -8 | -7% | -12% | 21% | -6%
Cc1ccc(C)c(NC(=O)CSc2nc3c(oc4ccccc43)c(=O)n2-c2ccccc2)c1 | 5%[46.1 µM] | -5% | 0% | -1% | -1% | -6 | 5% | -28% | 6% | 29%
Fc1cccc(CN2CCN3CCCC3C2C2CCCCC2)c1 (configuration not stated) | -2% | -1% | -8% | 5% | 11% | -6 | -1% | -33% | ? | -10%
CCN(CC(=O)NCc1ccc(F)cc1)CC(=O)Nc1cc(S(=O)(=O)N(C)C)ccc1C | 1% | 6% | -2% | -4% | . | 0 | . | 0% | . | 3%
O=c1[nH]c2ccc(NCc3ccc(OCc4ccccc4Cl)cc3)cc2[nH]1 | -1% | -2% | -5% | 7% | 13% | 12 | -3% | 14% | ? | 28%
Cc1cccc(N2CCCn3c2nc2c3c(=O)[nH]c(=O)n2C)c1 | 1% | 4% | -5% | -4% | 3% | -8 | 2% | -3% | -2% | 1%
Cc1cc(C)cc(-c2nnc(SCC(=O)NCc3cccs3)o2)c1 | 9% | -7% | -2% | 6% | 4% | 1 | -5% | -20% | 8% | 11%
CCn1c(CSCc2ccc(Cl)cc2)n[nH]c1=S | 1% | 4% | -2% | . | -3% | -8 | -1% | 8% | -28% | -3%
C=CCc1ccccc1OCC(O)CN1CCN(c2ccc(C)cc2)CC1 (configuration not stated) | -2% | 0% | 2% | 16% | 6% | -6 | -3% | -25% | -27% | -7%
O=C(C1CCCCN1S(=O)(=O)c1ccccc1)N1CCCCC1 (configuration not stated) | 0% | -2% | -10% | 12% | -3% | 38 | -3% | 5% | -4% | 5%
Cc1ccc(S(=O)(=O)N2CCN(C(=O)COC(=O)CNC(=O)c3ccccc3F)CC2)c(C)c1 | 8% | -4% | 0% | . | . | . | . | -23% | . | .
CCN(C(=O)COC(=O)CSc1cc(C)c2ccccc2n1)c1ccccc1 | 1% | -3% | 1% | 6% | . | -6 | . | 7% | . | 6%
O=C(CN(C(=O)CNS(=O)(=O)c1ccc(F)cc1)c1ccccc1)NCc1ccco1 | 3% | ? | 2% | 15% | 15% | . | -7% | 44% | . | 1%
Cc1cccc(C(=O)N/N=C/c2ccc[nH]2)c1 | -3%[46.1 µM] | 5% | -2% | 2% | -2% | -1 | . | 44% | -25% | -3%
O=C(NCc1cccc(C(F)(F)F)c1)c1ccc2c(c1)OCCO2 | -1% | 1% | -8% | -3% | 8% | 1 | -4% | 0% | 7% | -18%
SMILES | TCR activator | ASM inhibitor | PTAP TSG101 blk | A-T KAP1 phos | MLL CXXC-DNA inh | TSHR antagonist | MBNL1-CUG inh | a7 integrin act | Menin MLL FP TR | Mito fusion act
CC(=O)Nc1ccc(S(=O)(=O)N(Cc2cccnc2)Cc2cc3ccccc3[nH]c2=O)cc1 | 15% | -2% | -3% | 1% | 28% | -12 | 6% | ? | 11% | 0%
COc1ccc(C(=O)c2c(C)oc3cc([N+](=O)[O-])c(O)c([N+](=O)[O-])c23)cc1 | 2% | 1% | 0% | -6% | -19% | -16 | ? | 26% | ? | 6%
C=C1CCN([C@@H](CC(C)C)C(=O)NCCCc2ccccc2)S(=O)(=O)c2ccccc21 | -2% | -6% | -1% | . | . | . | . | 7% | . | .
Cc1ccc(-c2nc(CS(=O)CC(=O)N3CCN(c4ccccc4)CC3)c(C)o2)cc1 (configuration not stated) | -6% | -4% | -2% | -6% | 2% | 14 | 2% | -3% | . | ?
CC(=O)Cc1cc(=O)c2c(C)cc(O)c(C3OC(CO)C(O)C(O)C3O)c2o1 (configuration not stated) | 2% | 25% | 3% | 38% | 2% | -5 | -2% | -6% | . | 18%
O=c1c2cc(-c3ccccc3)sc2nc2n1N=C(c1ccccc1)CS2 | 11% | 0% | -1% | -4% | 9% | 13 | 2% | ? | . | 1%
COc1ccc(-c2cc3nc(C)cc(NCCO)n3n2)cc1 | -13% | 3% | -4% | -4% | 4% | 0 | 2% | -1% | -24% | 4%
O=C(NCc1ccc(Cl)cc1)C1CCN(S(=O)(=O)c2cc([N+](=O)[O-])ccc2Cl)CC1 | 0%[46.1 µM] | -3% | -1% | -8% | 12% | -27 | 29% | -25% | ? | -12%
N#CC1(C#N)C(C(=O)C23CC4CC(CC(C4)C2)C3)C12CCOCC2 (configuration not stated) | . | 1% | -3% | -2% | 9% | -10 | . | -22% | 3% | -2%
Cc1ccc(-c2noc(CN(C(=O)c3cccc(Br)c3)C(C)C)n2)cc1 | -4% | -19% | 0% | 5% | -7% | -13 | 3% | -22% | -13% | 21%
C[C@@H]([C@@H](O)c1ccccc1)N(C)C(=O)C(N)Cc1ccccc1 (some centres not stated) | -5% | 4% | -6% | -4% | 4% | 6 | 7% | 9% | 0% | -4%
CC(=O)c1cc(OC(=O)N2CCOCC2)ccc1OC(=O)N1CCOCC1 | -1% | 0% | 0% | . | -7% | -5 | -5% | -4% | -2% | 1%
Cc1ccc(NC(=O)NCc2ccc3c(c2)OCO3)cc1C | 0% | 3% | -2% | -2% | -18% | -1 | 3% | 16% | ? | -3%
CCN(CC)S(=O)(=O)c1ccc2c(c1)c(=O)c(C(=O)NCc1cccs1)cn2C | -7% | 0% | -2% | 8% | -7% | -10 | 11% | -9% | ? | 0%
CCOC(=O)c1cnn(-c2sc(C(=O)OCC)c(C)c2C(=O)OCC)c1N | -4% | 6% | 1% | . | . | . | . | 28% | . | .
CCOC(=O)C1CCCN(C(=O)c2ccc3nc(-c4ccccc4)c(-c4ccccc4)nc3c2)C1 (configuration not stated) | 8% | -1% | 2% | 11% | 10% | -19 | 24% | 9% | . | 6%
O=C(O)c1cccnc1Sc1ccccc1 | -5%[46.1 µM] | 9% | -2% | . | -10% | -4 | ? | 0% | -22% | 0%
Cc1csc(NC(=O)CN(C)S(=O)(=O)c2cccc3cccnc23)n1 | 2% | -3% | -4% | 11% | 5% | 0 | -18% | 23% | 2% | 1%
CCc1ccc2nc(Nc3nc(COC)cc(=O)[nH]3)nc(C)c2c1 | -1% | -7% | -2% | -3% | 29% | 2 | -12% | 20% | ? | 8%
